# From PubChem
# M18AAP inhibitor: PfM18AAP inhibitors, malaria aminopeptidase, primary screen, biochemical, QFRET, recombinant enzyme | H-Glu-NHMec fluorogenic cleavage | inhibition, % at 7.35 µM | 1.2% of 290,000 active | M18 aspartyl aminopeptidase (Plasmodium falciparum 3D7);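 active = inhibition above the campaign mean inhibition over all tested compounds plus 3 SD, cut at about 28% in these data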;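 note: 0% = plate median of test compound wells and 100% = 2 mM ZnCl2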
# IDE inh: human IDE inhibitors in live cells, primary screen, fluorescence polarization, HEK cells, FAbetaB substrate; Insulin-degrading enzyme (Homo sapiens), P14735; FAbetaB cleavage; inhibition, % at 5.59 µM; 0.41% of 320,000 active; AID 434962, 2010;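 active = percent inhibition above the average of all tested compounds plus 3 SD, set per screening campaign, cut at about 16% in these data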;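 note: IDE supplied by intact live HEK cells; FP after avidin binding of uncleaved biotin substrate so inhibition keeps polarization high; 0% = DMSO wells and 100% = 60 µM reference IDE inhibitor Ii1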
# UBC9 SUMO inh: inhibitors of in vitro SUMOylation cascade, primary screen, biochemical, HTRF, uHTS | inhibition, % at 35 µM | SUMO-conjugating enzyme UBC9 (Homo sapiens), P63279 | HTRF SUMOylation assay, SAE1/SAE2 + UBC9 | 0.36% of 290,000 active; in the data active = inhibition above about 50%, passing the limit was not always enough; note: strong numbers were not always called active
# MEKK2 mut-MEK5: MEK5 binding signal on mutant MEKK2 PB1, primary screen, biochemical, multiplex bead flow cytometry, Alexa488-MEK5 | Alexa488-MEK5 binding to MEKK2 mutant | percent response, % at 10 µM | 0.35% of 290,000 active | AID 1530, 2009; in the data active = percent response above about 24%, passing the limit was not always enough; note: inactives centre near 1; some results filed as inactive read as strong as hits; reference of the scale not given here
# NALP1 inh: NALP1 inflammasome inhibitors in reconstituted yeast, colorimetric, S. cerevisiae, triplicate retest. S. cerevisiae NALP1/ASC/caspase-1 growth, X-gal OD620, 72 h. inhibition, % at 10 µM. 0.61% of 280,000 active; in the data active = inhibition mostly above about 24%, no sharp cut-off; inactive = mostly below about 32%; note: some compounds called inactive have numbers as strong as hits
# MEKK3 PB1 HTS: modulators of MEKK3-MEK5 PB1 binding, primary screen, biochemical, wildtype MEKK3, multiplex bead flow cytometry, Alexa488-MEK5; AID 1529, 2009; binding response (% of control), % at 10 µM; 1.4% of 290,000 active; bead-based flow cytometry, Alexa488-MEK5 binding to MEKK3; actives lie on both sides; 0 = blocked by unlabeled MEK5, 100 = vehicle; Mitogen-activated protein kinase kinase kinase 3 (Homo sapiens), Q99759;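 active = binding response more than 3 SD above or below the average of its plate-row segment, actives on both sides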;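 note: Alexa488 bead fluorescence after subtracting the streptavidin-only scavenger bead signal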
# IDE cell activ: human IDE activators in live cells, primary screen, fluorescence polarization, HEK cells, FAbeta-B substrate; FAbeta-B cleavage; 0% vehicle, 100% cell-free pure enzyme wells; activation, % at 5.96 µM; 0.073% of 340,000 active; AID 493087, 2011;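 active = activation above the mean of all tested compounds plus 3 SD, set per screening campaign, cut at about 17% in these data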
# MEKK2 WT-MEK5: modulators of MEK5 binding to wildtype MEKK2, primary screen, biochemical, multiplex bead flow cytometry, Alexa488-MEK5. Mitogen-activated protein kinase kinase kinase 2 (Homo sapiens), Q9Y2U5. Alexa488-MEK5 binding to MEKK2 WT; actives lie on both sides. binding response (% of control), % at 10 µM. 1.1% of 290,000 active; in the data active = binding response below about 67% or above about 130%
# p-CIP stab down: p/CIP-EGFP fusion destabilizers, primary screen, fluorescence, F442A cells; 16 h; 0.01% of 290,000 active; AID 1984, 2009; decrease of EGFP signal, % at 10 µM; Q05BA5;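 active = EGFP signal decrease of at least 30% at 10 µM or well 3 SD below plate mean, unless failing retest; inactive = the rest, including hits failing retest or dose response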; note: some compounds called inactive have numbers as strong as hits; many of its hits are not listed in these tables
# Target sequence (Q05BA5 1-1403): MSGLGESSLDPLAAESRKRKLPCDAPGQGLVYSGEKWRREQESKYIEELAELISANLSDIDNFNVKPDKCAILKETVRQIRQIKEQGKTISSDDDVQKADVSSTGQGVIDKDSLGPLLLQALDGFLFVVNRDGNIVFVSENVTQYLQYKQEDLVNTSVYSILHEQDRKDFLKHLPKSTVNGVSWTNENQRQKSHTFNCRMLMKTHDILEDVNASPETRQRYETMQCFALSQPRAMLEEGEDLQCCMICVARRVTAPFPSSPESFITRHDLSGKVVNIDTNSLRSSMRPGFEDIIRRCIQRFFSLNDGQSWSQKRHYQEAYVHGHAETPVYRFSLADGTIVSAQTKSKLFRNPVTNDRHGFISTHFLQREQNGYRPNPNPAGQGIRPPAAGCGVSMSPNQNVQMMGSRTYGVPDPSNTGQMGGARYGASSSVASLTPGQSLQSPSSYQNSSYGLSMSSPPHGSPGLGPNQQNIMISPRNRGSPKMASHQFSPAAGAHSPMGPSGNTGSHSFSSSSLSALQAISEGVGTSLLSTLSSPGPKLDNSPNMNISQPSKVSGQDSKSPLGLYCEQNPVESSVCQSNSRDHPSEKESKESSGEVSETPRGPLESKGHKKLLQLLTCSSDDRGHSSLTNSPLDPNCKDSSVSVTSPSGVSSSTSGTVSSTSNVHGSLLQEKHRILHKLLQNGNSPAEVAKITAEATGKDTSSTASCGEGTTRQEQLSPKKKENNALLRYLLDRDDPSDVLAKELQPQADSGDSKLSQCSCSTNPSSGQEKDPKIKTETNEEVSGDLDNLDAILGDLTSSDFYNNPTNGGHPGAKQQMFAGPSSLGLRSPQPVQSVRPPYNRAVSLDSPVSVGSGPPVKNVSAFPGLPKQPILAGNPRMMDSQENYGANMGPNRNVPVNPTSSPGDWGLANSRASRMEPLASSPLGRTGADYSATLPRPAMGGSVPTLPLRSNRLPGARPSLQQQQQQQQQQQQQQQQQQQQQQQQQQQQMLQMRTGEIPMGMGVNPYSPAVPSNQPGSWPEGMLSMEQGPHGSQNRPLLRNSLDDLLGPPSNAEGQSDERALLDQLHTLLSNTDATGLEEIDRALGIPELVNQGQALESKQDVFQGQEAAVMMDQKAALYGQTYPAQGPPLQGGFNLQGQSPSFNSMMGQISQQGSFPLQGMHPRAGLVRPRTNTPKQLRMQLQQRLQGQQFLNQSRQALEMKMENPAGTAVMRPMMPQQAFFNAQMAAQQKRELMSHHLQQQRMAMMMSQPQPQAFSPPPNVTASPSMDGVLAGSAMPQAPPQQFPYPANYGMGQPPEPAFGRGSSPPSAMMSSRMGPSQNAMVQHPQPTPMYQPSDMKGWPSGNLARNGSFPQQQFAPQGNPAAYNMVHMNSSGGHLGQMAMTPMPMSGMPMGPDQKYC
# An asterisk follows results filed as active; x = no result given; [ ] = another dose, or the depositor's remark.
# Screens in order: M18AAP inhibitor	IDE inh	UBC9 SUMO inh	MEKK2 mut-MEK5	NALP1 inh	MEKK3 PB1 HTS	IDE cell activ	MEKK2 WT-MEK5	p-CIP stab down
- COC(=O)[C@@H]1C[C@@]2(Br)c3ccccc3N(S(=O)(=O)c3ccccc3)[C@H]2N1C(=O)OC
 : x	3	x	3	x	108	5	107	x
- Cn1c2c(c3cc([N+](=O)[O-])ccc31)CCCC2
 : -4	1	10	-4	-1	96	-1	95	-7
- Cc1ccc(N(CC(=O)NC2CC2)S(=O)(=O)c2ccccc2)c(C)c1
 : 14	-1	1	1	-3	87	0	86	3
- O=c1c2ccccc2c(=O)n2n1Cc1ccccc1C2
 : -1	0	11	0	2	99	6	106	8
- Nc1nonc1C(=O)N/N=C\c1cc2c(cc1Cl)OCO2
 : -7	x	26	-5	6	94	2	97	-6
- COc1ccc(NCc2cc(=O)oc3cc(NC(C)=O)ccc23)cc1
 : 19	8	12	6	24	98	3	96	-22
- Cc1cccc(C(C(=O)NC2CCCCC2)N(Cc2cccnc2)C(=O)c2csnn2)c1 (stereo unspecified)
 : -2	2	-20	1	13	105	1	107	-5
- CC(NC(=O)Cc1cccc(C(F)(F)F)c1)c1ccc(F)cc1 (stereo unspecified)
 : -1	2	-10	-2	10	95	2	93	0
- COCCOCC(=O)Nc1ccc(S(=O)(=O)Nc2cc(C)nc(C)n2)cc1
 : 4	-2	7	6	7	105	1	103	-4
- COc1ccccc1CCN1CCCC(CN(C)CC(C)(C)CO)C1 (stereo unspecified)
 : -1	2	-4	2	11	105	2	116	-6
- Cc1ccc(C(=O)C[n+]2cc(Br)cc(Br)c2)cc1
 : -5	10	2	9	8	102	-1	101	2
- CCOc1ccc(C(=O)N2CCN(Cc3ccccc3)CC2)cc1OCC
 : -11	x	16	3	19	105	4	104	-7
- Cc1ccccc1C(=O)NCCn1cc(SCC(=O)NCC2CCCO2)c2ccccc21 (stereo unspecified)
 : 3	1	-1	2	-2	99	5	101	-2
- c1ccc(Nc2nc(N3CCCC3)nc(N3CCCC3)n2)cc1
 : 8	-6	-9	8	8	98	-1	107	-3
- Cc1ccc(NC(=O)COC(=O)/C=C/c2ccccc2)cc1S(=O)(=O)N1CCOCC1
 : -14	2	-4	-6	15	80	2	88	3
- O=C(Nc1cccc2ncccc12)c1ccc2c(c1)OCCO2
 : -2	4	4	-4	-26	91	0	94	-3
- CC(C(=O)NC1=NCCS1)(C(F)(F)F)C(F)(F)F
 : -11	3	-4	10	4	110	1	113	-5
- CCn1c(C)nc2cc(OC)ccc21
 : -1	2	28	-1	19	114	3	105	-3
- CN(O)/C=N/C(=S)Nc1ccc(Cl)cc1Cl
 : -1	-3	-3	0	-20	101	-6	99	2
- Cc1ccc(S(=O)(=O)/C(C#N)=C/c2c(N3CC(C)OC(C)C3)nc3ccccn3c2=O)cc1 (stereo unspecified)
 : -2	0	4	-11	10	92	6	91	-11
- COC(=O)C1=C(C)N(C(C)c2ccccc2)C(=O)/C1=C\c1ccco1 (stereo unspecified)
 : 1	-3	-4	-14	0	89	2	78	6
- COc1ccc(CCNS(=O)(=O)c2ccc(S(=O)(=O)N3CCCC3)cc2)cc1OC
 : -5	3	9	-8	0	92	4	92	2
- CCc1c(O)nc(SCC(=O)N2CCCCC2)n(-c2ccccc2C)c1=O
 : -10	0	-1	2	0	96	6	99	-3
- COc1ccc(N2CCN(Cc3cc(=O)oc4cc5c(cc34)CCCC5)CC2)cc1
 : 3	4	20	1	8	102	2	106	0
- Cc1ccc(C2C(=O)N(C3CCCC3)CC(=O)N2C2CCCCC2)cc1 (stereo unspecified)
 : -12	-1	16	5	-2	99	-2	99	1
- COc1ccccc1N1CCN(C(=O)COc2ccc(Cl)cc2)CC1
 : 1	-7	4	5	17	103	-2	107	-4
- N#C/C(=C\c1c(N2CCC(C(N)=O)CC2)nc2ccccn2c1=O)C(=O)NC1CCCCC1
 : 2	6	-9	1	6	99	5	99	0
- Cn1c(N)c(S(=O)(=O)N2CCN(c3ccccc3)CC2)c(=O)n(C)c1=O
 : 7	-4	30	-11	4	92	-2	85	-2
- O=C(CN(Cc1ccccc1Cl)C(=O)CCC(=O)Nc1nccs1)NCC1CCCO1 (stereo unspecified)
 : -11	-3	23	4	18	103	-6	102	-8
- O=c1cc(C(F)(F)F)[nH]c(=O)n1C1CCCCC1
 : -9	4	-16	-8	4	90	6	87	10

# Shown with bars between the fields: part of the list above.
molecule | M18AAP inhibitor | IDE inh | UBC9 SUMO inh | MEKK2 mut-MEK5 | NALP1 inh | MEKK3 PB1 HTS | IDE cell activ | MEKK2 WT-MEK5 | p-CIP stab down
Cc1ccc(S(=O)(=O)/C(C#N)=C/c2c(N3CC(C)OC(C)C3)nc3ccccn3c2=O)cc1 (stereo unspecified) | -2 | 0 | 4 | -11 | 10 | 92 | 6 | 91 | -11
COC(=O)C1=C(C)N(C(C)c2ccccc2)C(=O)/C1=C\c1ccco1 (stereo unspecified) | 1 | -3 | -4 | -14 | 0 | 89 | 2 | 78 | 6
COc1ccc(CCNS(=O)(=O)c2ccc(S(=O)(=O)N3CCCC3)cc2)cc1OC | -5 | 3 | 9 | -8 | 0 | 92 | 4 | 92 | 2
CCc1c(O)nc(SCC(=O)N2CCCCC2)n(-c2ccccc2C)c1=O | -10 | 0 | -1 | 2 | 0 | 96 | 6 | 99 | -3
COc1ccc(N2CCN(Cc3cc(=O)oc4cc5c(cc34)CCCC5)CC2)cc1 | 3 | 4 | 20 | 1 | 8 | 102 | 2 | 106 | 0
Cc1ccc(C2C(=O)N(C3CCCC3)CC(=O)N2C2CCCCC2)cc1 (stereo unspecified) | -12 | -1 | 16 | 5 | -2 | 99 | -2 | 99 | 1
COc1ccccc1N1CCN(C(=O)COc2ccc(Cl)cc2)CC1 | 1 | -7 | 4 | 5 | 17 | 103 | -2 | 107 | -4
N#C/C(=C\c1c(N2CCC(C(N)=O)CC2)nc2ccccn2c1=O)C(=O)NC1CCCCC1 | 2 | 6 | -9 | 1 | 6 | 99 | 5 | 99 | 0
Cn1c(N)c(S(=O)(=O)N2CCN(c3ccccc3)CC2)c(=O)n(C)c1=O | 7 | -4 | 30 | -11 | 4 | 92 | -2 | 85 | -2
O=C(CN(Cc1ccccc1Cl)C(=O)CCC(=O)Nc1nccs1)NCC1CCCO1 (stereo unspecified) | -11 | -3 | 23 | 4 | 18 | 103 | -6 | 102 | -8

# Later entries
# Screens in order: M18AAP inhibitor	IDE inh	UBC9 SUMO inh	MEKK2 mut-MEK5	NALP1 inh	MEKK3 PB1 HTS	IDE cell activ	MEKK2 WT-MEK5	p-CIP stab down
- COc1ccc(Br)cc1CN(C)CC(=O)Nc1c(Cl)cccc1Cl
 : -1	-4	-15	30	26	107	-2	111	-16
- COc1ccc(-c2cc(C(=O)N3CCN(c4ncccn4)CC3)c3ccccc3n2)c(OC)c1
 : -8	0	12	-2	44	103	-3	106	-13
- CC1CCN(C(=O)CSc2nnc(-c3cccnc3)n2C2CCCCC2)CC1
 : -1	7	10	5	-1	106	-6	110	-8
- CC(=O)c1ccn(S(=O)(=O)c2ccc(Cl)cc2)c1
 : 4	5	0	-8	5	94	1	96	4
- CC(Oc1ccc2ccc(=O)oc2c1)C(=O)NCC1CCC(C(=O)O)CC1 (stereo unspecified)
 : 0	-3	18	4	8	103	5	105	-6
- Cc1ccc(NC(=O)CN(CCc2ccccc2)S(C)(=O)=O)cc1
 : 8	x	-8	9	13	103	-4	105	2
- CCN(CC)S(=O)(=O)c1ccc(OC)c(NC(=O)CSc2cc(C)ccc2C)c1
 : -11	12	-16	-1	15	106	-3	105	-1
- CN(C)CC(C)(C)CNC(=O)C1CCN(Cc2ccccc2O)CC1
 : 4	6	12	1	1	106	1	115	-11
- COc1ccc(N2C(=O)C(Cl)=C(Oc3cccc(OC)c3)C2=O)cc1
 : 5	4	3	0	-6	105	2	103	-19
- O=C(Nc1cccc(C(F)(F)F)c1)c1cc(-c2cccs2)on1
 : -2	-4	18	-2	-10	95	2	98	-10
- CCCn1ncc(CN2CCC(CO)(CC3CCCCO3)CC2)c1C (stereo unspecified)
 : 3	5	36	-5	25	94	5	100	-6
- O=C(COc1ccc2c3c(c(=O)oc2c1)CCC3)Nc1ccc(CCO)cc1
 : 0	-4	-24	1	16	102	2	101	5
- CCOC(=O)c1c(O)c2cccc3c2n(c1=O)CC3
 : 9	6	11	-28	21	61	3	68	6
- O=C(CNCc1ccccc1)Nc1ccc(Cl)cc1
 : -2	2	6	7	4	102	2	107	7
- O=C(Nc1ccccc1C(F)(F)F)C1CCN(C(=O)Cc2ccccc2)CC1
 : -7	6	7	-3	1	98	-6	96	2
- Cc1ccc(N2CC(C(=O)NC(C)CCc3ccccc3)CC2=O)cc1 (stereo unspecified)
 : -2	-1	4	0	15	99	-4	103	-1
- CS(=O)(=O)NCCCc1ccccc1
 : -5	5	3	10	5	105	4	109	0
- CS(=O)(=O)NC1CCN(Cc2ccccc2)CC1
 : 4	0	11	9	25	105	-2	107	1
- Cc1csc(NC(=O)Cc2coc3cc(C)c(C(C)C)cc23)n1
 : 15	-2	8	19	4	107	1	107	-7
- COc1ccc(OC)c(/C=C/C(=O)OCC(=O)Nc2cccc(C(C)=O)c2)c1
 : 1	6	30	-3	33	94	-2	92	-1
- COc1cc2[nH]c(=O)c(C(=O)NCCCN3CCOCC3)c(O)c2cc1OC
 : 2	-2	15	-5	-4	108	4	101	-9
- COc1cccc(CNc2nc3ccccc3n2C)c1O
 : -7	2	-3	6	0	105	0	104	4
- CS(=O)(=O)c1ccc(N2CCN(c3ccccn3)CC2)c([N+](=O)[O-])c1
 : -16	5	1	15	8	104	3	108	-6
- C#CCOCCOCCOCCNc1nc(N2CCN(C(=O)[C@H](CCC(=O)O)n3cc(C(N)[C@H](C)CC)nn3)CC2)nc(N2CCN(C(=O)[C@H](Cc3ccc(O)cc3)n3cc(C(N)[C@H](C)CC)nn3)CC2)n1 (stereo partly specified)
 : 1	-3	19	6	12	93	1	96	7
- C/C(=N\NC(=O)Cc1c(C)[nH][nH]c1=O)c1cccc(Br)c1
 : -8	-5	2	-12	x	49*[inhibitor]	-4	50	-11
- COc1ccc(C(CCN2CCN(c3ccccc3)CC2)c2c(O)cc(OC)cc2OC)cc1 (stereo unspecified)
 : x	5	-16	8	8	98	-3	135*	4
- O=C(Cc1ccccc1)NCC1CCCO1 (stereo unspecified)
 : -5	2	4	-3	5	94	1	95	-5
- CCOc1ccc(NC(=O)CCn2ccnc2)cc1
 : -24	0	5	0	20	101	8	102	-6
- O=C(O)CSc1nnc(COc2cccc3ccccc23)n1Cc1ccccc1
 : -10	-4	13	-7	19	95	3	93	9
- O=C(Nc1ccccn1)C12CC3CC(C1)CC(C(=O)Nc1ccccn1)(C3)C2
 : -13	2	10	-1	x	93	2	98	-3
- O=C(Cc1ccc(F)cc1)Oc1ccc(C(=S)N2CCCC2)cc1
 : 1	-2	-5	-1	33	111	5	97	-12

# These rows are one share of the data; count on the stated rates, not on these rows.
